Screens as filed in PubChem.
Mm-Cpn inhibitor – Inhibitors of TCP-1 ring complex (TRiC) of Methanococcus maripaludis (MmCpn): qHTS | Chaperonin Mm-Cpn (Methanococcus maripaludis) | purified Mm-Cpn ATPase, ADP Transcreener TR-FRET | Potency, µM (top dose mostly 76.9 µM), without a hit: at the top dose activity, negative = inhibition, actives largely listed as inhibitors | 330,000 compounds, 0.031% hits | AID 504842, 2011; further: potency means the concentration at half of the fitted maximal effect; on the % scale 0 is the no-effect control and ±100 the full control effect; nearly all actives have a fitted effect of over 80% in size
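Purified archaeal chaperonin (25 nM final) was preincubated with compound for 10 min at 37°C, then ATP (10 uM final) was added for 30 min at 37°C in Tris pH 7.4/KCl/MgCl2/DTT buffer. ADP was quantified by HTRF Transcreener TR-FRET.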
CCT modulator – High-Throughput Screening for Modulators of Cytosolic Chaperonin Activity; purified chaperonin ATPase assay, HTRF ADP detection, 30 min; activity change, % (no concentration beside the values), hits read low; 360,000 compounds, 0.3% hits; AID 651819, 2012; in the data active means activity change below about -30%; further: on the % scale 0 is the no-effect control and ±100 the full control effect
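ATPase activity: ADP formed was measured by HTRF Transcreener (665/615 nm ratio) after 30 min at 37 deg C with 10 uM ATP. Compounds screened at one 76 uM concentration against 40 or 20 nM TRiC in Tris pH 7.4/KCl/MgCl2/DTT buffer.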
TGFb SMAD3 inh – qHTS for Inhibitors of TGF-b. 410,000 compounds, 1.2% hits. Potency, µM (highest dose often 46.1 µM), for inactives: top-dose activity, negative = inhibition, hits mostly inhibitors. AID 588855, 2011. HepG2 CAGA-GFP TGF-b/SMAD3 reporter, GFP fluorescence, 18 h; TGF-beta stimulated, 500 pg/mL final; further: potency means the concentration at half of the fitted maximal effect; on the % scale 0 is the no-effect control and ±100 the full control effect; nearly all actives have a fitted effect of over 65% in size
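First, reporter cells (HEPG2 CAGA-GFP) rested 2 h at 37 degrees C. Next, compounds were pinned in and TGF-beta added to 500 pg/mL final. After 18 h, GFP was imaged per cell and summed per well.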
A549 viability – Nrf2 qHTS screen for inhibitors: counterscreen for cytotoxicity; A549 ARE-Fluc cells, CellTiter-Fluor viability, 18-24 h; Potency, µM (titrated, usually from 46 µM), inactives show at the highest dose activity change, negative = cytotoxicity, most hits filed as inhibitors; 390,000 compounds, 0.16% hits; AID 504648, 2011; further: potency means the concentration at half of the fitted maximal effect; on the % scale 0 is the no-effect control and ±100 the full control effect
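Cytotoxicity counterscreen: CellTiter-Fluor fluorescence was measured in A549 ARE_Fluc cells after 18-24 h of compound exposure in a concentration series. The subsequent BugLite luminescent read reports ARE-luciferase activity.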
Akt phos inh – HTS Assay for Inhibitors of Akt Phophorylation: Primary Screen. Neuro2A IGF-stimulated pAkt S473 HTRF, 20 min; active compounds read low. activity change, % for hits at 50 µM. 360,000 compounds, 0.32% hits. AID 651550, 2012; in the data active means activity change below about -80%; inconclusive means mostly about -51% to -80%; further: on the % scale 0 is the no-effect control and ±100 the full control effect
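Neuro2A cells (4,500/well, DMEM with 0.5% FBS) were treated with compound at a single 50 µM final concentration, stimulated with 6 nM IGF for 20 min at 37 °C, and lysed. Phospho-Akt Ser473 was read by HTRF as 665/615 ratio ×10^4.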
Nrf2 ARE act – qHTS of Nrf2 Activators | AREc32 ARE-luciferase reporter (MCF7-derived line), luminescence, 24 h | Potency, µM (doses to about 46.1 µM), without a hit: at the top dose activation, hits mostly activators | 410,000 compounds, 0.31% hits | AID 624171, 2012; further: potency means the concentration at half of the fitted maximal effect; % of control where 0% means no effect; nearly all actives have a fitted effect of over 65% in size
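For detection, Steady-Glo was added and plates sat 30 min at RT; before that, AREc32_Fluc cells grown overnight in OPTI-MEM/5% FBS had been treated with 23 nL compound for 24 hr at 37 deg C.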
HepG2 viability – qHTS for Inhibitors of TGF-b: Cytotox Counterscreen | HepG2 CAGA-GFP viability, ATP luminescence, 18 h | Potency, µM (series often up to 46.1 µM), without a hit: top-dose activity change, negative = cytotoxicity, actives largely listed as cytotoxic | 410,000 compounds, 0.76% hits | AID 588856, 2011; further: potency means the concentration at half of the fitted maximal effect; some results filed as inactive show a strong effect at the top dose
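CellTiter-Glo luminescence gave cytotoxicity after 18 hours at 37 degrees C. The cells were HepG2 CAGA-GFP in 1% FBS DMEM, stimulated with 500 pg/mL TGF-beta after compound addition. %Activity was normalised to no-cell wells (complete cell-killing) and DMSO (no toxicity), and curves were fitted and classified.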
ATXN viability – Viability Counterscreen for Primary qHTS for Inhibitors of ATXN expression | S2 cells (HEK-293 line with an ATXN2-luciferase reporter) viability, CellTiter-Fluor protease fluorescence, 24 h | Potency, µM (titrated, usually from 56.7 µM), hits mostly cytotoxic | 400,000 compounds, 0.49% hits; further: potency means the concentration at half of the fitted maximal effect; nearly all actives have a fitted effect of over 40% in size
Nrf2 inh – Nrf2 qHTS screen for inhibitors; 360,000 compounds, 2.1% hits; Potency, µM (highest dose often 46 µM), for the others: at the top dose activity change, negative = inhibition, usual class: inhibitors; A549 ARE-Fluc reporter, luciferase luminescence, 18-24 h; further: potency means the concentration at half of the fitted maximal effect; on the % scale 0 is the no-effect control and ±100 the full control effect; nearly all actives have a fitted effect of over 60% in size
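Nrf2 activity is the BugLite luminescence, read 15 min after reagent at room temperature, following CellTiter-Fluor cytotoxicity readout (30 min, 37C). Compound titrations were applied for 18-24 h to 5000 A549 ARE_Fluc cells/well in 5% FBS OPTI-MEM.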
* hit, by the source's call; i = inactive; ? = inconclusive; / = not tested or not shown; & = joins results of further samples; [ ] = remark or other dose. Unless noted, the call rests on the fitted dose curve; in most records, active means well fitted curve in the direction sought with a large enough effect; inconclusive means small, poorly fitted or top-dose-only effect, or another doubt; inactive means no such curve, though single readings can be large; an effect the other way counts as inactive or inconclusive.

SMILES | Mm-Cpn inhibitor | CCT modulator | TGFb SMAD3 inh | A549 viability | Akt phos inh | Nrf2 ARE act | HepG2 viability | ATXN viability | Nrf2 inh
C/C(CC(=O)Nc1cc(C)cc(C)c1)=N\NC(=O)c1ccccn1 | 0% | -8.2 | 12% | 1% | i | 1.9% | -3% | i | 8%
CC(=O)N1CCCc2cc(S(=O)(=O)N3CCCC(C(=O)N4CCN(c5cccc(Cl)c5)CC4)C3)ccc21 (stereo unspecified) | -2% | -1.9 | ? | -14%&-18% | i | -1.2%&-1.7% | -22%&-36% | / | 7.3µM*
CSCCC(NC(=O)c1ccccc1Cl)C(=O)N1CCCC(C)C1 (stereo unspecified) | / | 0.9 | 2% | -2% | i | -0.9% | -2% | i | -2%
Cc1ccc(S(=O)(=O)N(C)CCCC(=O)Nc2cccc3ccccc23)cc1 | 1% | 0.6 | -17% | -2% | i | 3.3% | -39% | i | ?
O=C(NCCCN1CCOCC1)c1ccc(Cl)cc1Cl | -1% | -0.6 | 11% | 0% | i | 3.7% | -2% | i | -26%
CC(=O)Nc1sc(NC(=O)c2ccc(C)cc2)nc1-c1cccs1 | -3% | -1.8 | -1% | -11% | i | -0.2% | 5% | i | ?
Cc1ccsc1C(=O)OCC(=O)NC1CCCCC1 | / | 1.2 | 0% | / | i | 1.7% | -12% | i | /
CCN(c1ccc(NC(=O)COC(=O)c2ccc([N+](=O)[O-])o2)cc1)C(C)C | 0% | -2.9 | 1% | 5% | i | 12% | -16% | i | 2%
Cc1csc(NC(=O)CSc2nc3ccccc3c(=O)[nH]2)n1 | -1% | 3.1 | -1% | 4% | i | 7.5% | -19% | i | ?
COc1cc(N)c(Cl)cc1NC(=O)c1ccccc1 | -2% | -2.7 | -5% | 1% | i | 12% | -24% | i | 10%
OCCC1CN(C2CCC2)CCN1Cc1ccc(F)c(F)c1 (stereo unspecified) | 0% | -1.0 | -5% | 10% | i | 0.3% | -9% | ? | 9%
CCCCN1C(=O)C(CC(=O)NC(c2ccccc2)c2ccccc2)CC(C(=O)N(CC)CC)=C1C (stereo unspecified) | / | -0.1 | 5% | / | i | 0.3% | -1% | i | /
COC(=O)c1cn(NC(=O)c2cc(OC)cc(OC)c2)c(=O)c2ccccc12 | 0% | -1.3 | -4% | -4% | i | 0.4% | -1% | i | 1%
COc1ccc(-n2c(CC3C(=O)Nc4ccc(C)cc43)nc3ccccc3c2=O)cc1 (stereo unspecified) | / | / | -19% | -3% | / | 5.3% | -7% | i | 5%
NCCCCCc1nnc(SCc2ccc(F)cc2)o1 | / | / | 9% | -9% | / | -0.8% | -5% | i | -12%

Full records, looked up by structure. Screens in order: Mm-Cpn inhibitor, CCT modulator, TGFb SMAD3 inh, A549 viability, Akt phos inh, Nrf2 ARE act, HepG2 viability, ATXN viability, Nrf2 inh
C/C(CC(=O)Nc1cc(C)cc(C)c1)=N\NC(=O)c1ccccn1 is listed with 0%, -8.2, 12%, 1%, i, 1.9%, -3%, i, 8%
COC(=O)c1cn(NC(=O)c2cc(OC)cc(OC)c2)c(=O)c2ccccc12 is listed with 0%, -1.3, -4%, -4%, i, 0.4%, -1%, i, 1%
COc1ccc(-n2c(CC3C(=O)Nc4ccc(C)cc43)nc3ccccc3c2=O)cc1 (stereo unspecified) is listed with /, /, -19%, -3%, /, 5.3%, -7%, i, 5%

More records.
SMILES | Mm-Cpn inhibitor | CCT modulator | TGFb SMAD3 inh | A549 viability | Akt phos inh | Nrf2 ARE act | HepG2 viability | ATXN viability | Nrf2 inh
COc1cc2c(cc1OC)C(C)N(C(=O)Cn1ncc3c1-c1ccccc1OC3)CC2 (stereo unspecified) | -1% | -0.8 | ? | 6% | i | -0.1% | -36% | i | ?
N#Cc1ccc(OC(=O)c2cc(-c3ccc(Cl)cc3)on2)cc1 | / | / | -12% | 0% | / | 3.9% | -18% | i | -7%
CCCCC[n+]1ccn(C2=C([O-])c3ccccc3C(=O)/C2=N\S(=O)(=O)c2ccc(Br)cc2)c1 | -1% | -1.1 | 1.6µM* | ? | i | 0.8% | 4µM* | i | ?
O=C(CN1C(=O)CSC1=O)Nc1ccc2c(c1)OCCO2 | 2% | 0.2 | 15% | -4% | i | -0.1% | -33% | i | 10%
COc1ccc(-c2noc(-c3csc([C@@H]4O[C@H](CO)[C@H](O)[C@H](O)[C@H]4O)n3)n2)cc1OC | / | -1.4 | 4% | / | i | -0.3%[9.22 µM] | -2% | i | /
CN(C)S(=O)(=O)c1cccc(NC(=O)CCc2c[nH]c3ccccc23)c1 | 2% | 0.3 | -3% | -2% | i | 0.6% | -2% | ? | -26%
CS(=O)(=O)N1CCN(c2ccc(C(=O)NC3C4CC5CC(C4)CC3C5)cc2[N+](=O)[O-])CC1 (stereo unspecified) | -1% | -0.8 | -19% | -11% | i | 2.3% | -12% | i | ?
Cc1onc(-c2c(F)cccc2Cl)c1C(=O)NC(=S)NCc1cccnc1 | -1% | 1.7 | -4% | -1% | i | -0.1% | 0% | i | -11%
COc1ccc([C@H]2C[C@@H](O)[C@H](n3cc(C4CC4)nn3)CN2Cc2cccs2)cc1 | / | -1.6 | 7% | / | i | 0.4% | -7% | i | /
O=[N+]([O-])c1cc(-c2nc(-c3ccccc3)no2)ccc1NCc1ccco1 | / | / | -4% | -5% | / | ? | 2% | i | ?
COc1ccc(NC(=O)N2CC(C)OC(C)C2)cc1OC (stereo unspecified) | -1% | 0.0 | 21% | 1% | i | 0.3% | -9% | i | 2%
c1ccc(CN2C3=NCCN3c3ccccc32)cc1 | 0% | -4.8 | -10% | 0% | i | -0.5% | -14% | i | 2%
Cc1ccc(NC(=O)CCc2ccc(C)o2)c(C)c1 | -4% | -0.2 | 0% | 1% | i | 0.0% | 0% | i | 7%
Cc1cccc(OCC(O)Cn2c(N3CCCCC3)nc3c2c(=O)[nH]c(=O)n3C)c1 (stereo unspecified) | -1% | 2.8 | -4% | -8% | i | 3.3% | 12% | i | -4%
CC1=NNC(=O)C1C(c1ccc(F)cc1)C(C#N)C#N (stereo unspecified) | / | -0.8 | 4% | -1% | i | 1.8% | -1% | i | 4%
Cc1cccc(NC(=O)Nc2nnc(N(C)C3CCCCC3)s2)c1C | / | / | -9% | 1% | / | -1.2% | 10% | i | ?
Cc1cc(C)c2sc(NC(=O)c3ccc(S(=O)(=O)N4CCCC4)cc3)nc2c1 | / | / | 21% | 1% | / | 0.6% | -2% | i | /
CCn1cc2nc(SCc3ccccc3)n(Cc3ccc(C)cc3)c(=O)c2n1 | / | / | -2% | -7% | / | -0.9% | -19% | i | ?
Cc1ccc2cc(CN(C(=O)c3ccncc3)C(C)C)c(=O)[nH]c2c1 | -4% | -4.0 | 13% | -12% | i | 0.6% | 4% | i | -7%
CCC1CCCCN1CCCNC(=O)c1[nH]c2ccccc2c1Sc1ccc(Cl)cc1 (stereo unspecified) | / | / | ? | -3% | / | -3.0% | -114% | / | -18%
O=C(COC(=O)/C=C/c1cccc(Br)c1)NCc1ccco1 | 0% | -4.4 | ? | -3% | i | 2.0% | 9% | i | 20%
CCOc1ccc(-c2nc(N)ncc2Oc2ccc(OC)cc2)c(O)c1 | -5% | -0.1 | -16% | 13% | i | -0.6% | -7% | i | 3%
Cc1ccc(NC(=O)C2CCN(S(=O)(=O)c3c(C)noc3C)CC2)c(C)c1 | / | / | ? | 2% | / | 0.2% | 1% | i | 3%
O=C(N/N=C/c1sc(N2CCOCC2)nc1-c1ccccc1)c1ccccc1O | -2% | 4.6 | ? | 23µM* | i | -0.2% | -39% | i | 16µM*
COCCNC(=S)N(C)[C@H]1C[C@H]2c3cc(-c4ccccc4)ccc3CCN2C(=O)[C@H]1[C@H](C)O | / | 0.8 | -10% | / | i | 3.0% | -27% | ? | /
Cc1cc(NS(=O)(=O)c2ccc(NC(=O)c3ccc(Cl)nc3)cc2)nc(C)n1 | / | -0.6 | -5% | / | i | -0.2% | -29% | i | /
CCOc1ccc(NC(=O)N(C2CCCC2)C2CCN(C(C)=O)CC2)cc1 | 2% | -6.9 | 0% | 7% | i | 4.6% | -2% | i | 3%
COCCCN1C(=O)C(CC(=O)NCc2ccco2)CC(C(=O)N(C(C)C)C(C)C)=C1C (stereo unspecified) | / | -0.8 | -6% | / | i | -1.1% | -1% | i | /
COc1ccc(Cc2nnc(NC(=O)Cn3cnc4c3c(=O)n(C)c(=O)n4C)s2)cc1 | 1% | -0.5 | -2% | 9% | i | -1.3% | -13% | i | 10%
CCN1CCN(c2ccc(S(=O)(=O)N3CCCCC3)cc2NC(=O)/C=C/c2ccc(F)cc2)CC1 | 1% | 2.8 | ? | -1% | i | 5.2% | -75% | i | -1%
COCc1c(CCl)cnc(C)c1O | 1% | 0.5 | 0% | 0% | i | 0.0% | 0% | i | -9%

As entered above:
CCCCN1C(=O)C(CC(=O)NC(c2ccccc2)c2ccccc2)CC(C(=O)N(CC)CC)=C1C (stereo unspecified) | Nrf2 ARE act: 0.3%
Cc1cc(NS(=O)(=O)c2ccc(NC(=O)c3ccc(Cl)nc3)cc2)nc(C)n1 | HepG2 viability: -29%
CC(=O)N1CCCc2cc(S(=O)(=O)N3CCCC(C(=O)N4CCN(c5cccc(Cl)c5)CC4)C3)ccc21 (stereo unspecified) | CCT modulator: -1.9
